# NCI-60 one-dose screen, 48 h, at 10 µM unless noted. Numbers give growth in % (100 = growth as untreated, 0 = no growth, -100 = all killed).
# HL-60(TB): HL-60(TB) leukemia cells. actives 9% (n = 78,000). AID 1794776; active means growth percent below 10
# An asterisk follows results filed as active; & = joins results of further samples; [ ] = remark or other dose. The list is partial; rates above refer to the full screens.
SMILES,HL-60(TB)
COc1cc(Br)c(-c2nc(-c3ccccc3)c(-c3ccccc3)n2Cc2ccccc2)cc1OC,18.6
CCCCCCOC(=O)Nc1ccc(OCC)cc1,88.3
O=[N+]([O-])c1cnc(N2CCN(Cc3cccc(Cl)c3)CC2)nc1N1CCN(Cc2cccc(Cl)c2)CC1,92.2
N#C/C(=C/C=C/c1cccc(Cl)c1)S(=O)c1ccccc1 (configuration not stated),-18.9*
O=c1[nH]c(=O)c2[nH]c(=S)n(-c3ccccc3)c2[nH]1,118.9
CCOC(=O)c1sc(NC(=O)Nc2ccccc2)nc1C,78.1
O=C(NCO)c1ccccc1O,90.5
O=C1CC(c2cc3ccccc3[nH]c2=O)Nc2ccccc21 (configuration not stated),98.0
CC(C)C(=O)Cc1ccncc1,86.8
Cc1c(Cl)cccc1NC(=O)CCCl,73.6
Cc1ccc(S(=O)(=O)c2ccccc2)cc1,12.8
CN(C)Cc1cc(C(C)(C)C)cc(C(C)(C)C)c1O,100.2
O=S(=O)(NCCCNc1nccc(-c2c(-c3ccc(F)cc3)nc3sccn23)n1)c1ccc2ccccc2c1,34.8
CN1C(=O)N(C)C2Nn3c(s/c(=C\c4ccc[nH]4)c3=O)=NC21 (configuration not stated),106.4
Cc1cc(=O)oc2cc(OCCn3c(C)nn(-c4ccc(Cl)cc4)c3=O)ccc12,-5.7*
O=C(N/N=C/c1ccc(Cl)cc1)c1ccc(Cc2n[nH]c(=O)c3cccnc23)cc1,100.1
c1cncc(-c2csc(-c3c[nH]c4ccccc34)n2)c1,91.9
CC1CCCNC1 (configuration not stated),106.7
CC(C)(C)c1cc(NC(=O)Nc2ccc(-c3cn4c5c(sc4n3)CCc3cn(CCCN4CCCCC4)cc3-5)cc2)no1,-18.9*
CCn1c(C)nc2cc(C(N)=O)ccc21,79.7
O=C(/C=C/c1sc(N(CCCl)CCCl)nc1Cl)c1ccc2c(c1)OCO2,87.4
C=C1C(=O)O[C@H]2[C@H]1CC/C(COC(=O)NCc1[nH]nc3ccccc13)=C\CC[C@@]1(C)O[C@@H]21,-51.0*
Nc1c(C(=O)N/N=C/c2cccc(OCc3ccccc3)c2)cnn1CC(O)c1ccccc1 (configuration not stated),87.4
CC(=O)c1nn(-c2ccc(Cl)cc2)cc1C(=O)c1cc2c(ccc3ccccc32)oc1=O,94.5
CN(C)c1ccc(/C=C/C(=O)c2ccc(-n3cc(CN4CCN(c5cc6c(cc5F)c(=O)c(C(=O)O)cn6C5CC5)CC4)nn3)cc2)cc1,84.6
SMILES,HL-60(TB)
CCN(CC)C(=O)Cc1ccccn1,94.4
N#Cc1c(N)nc2c(nnn2-c2cccc(Cl)c2)c1N,92.4
O=[N+]([O-])c1ccc(-c2cc(-c3ccc(Nc4nc(Nc5ccc(Cl)cc5)nc(Nc5ccc(Cl)cc5)n4)cc3)no2)cc1,-63.0*
N#Cc1c(-c2ccccc2)cc(-c2ccccc2)[nH]c1=O,99.2&107.1
Cc1ccc2nc(SCn3nnc4ccccc4c3=O)[nH]c2c1,80.3
O=C(CCCc1ccc(N(CCCl)CCCl)cc1)OCc1ccccc1,68.7
Cn1c(I)c(C#C[Si](C)(C)C)c(=O)n(C(=O)c2ccccc2)c1=O,-59.0*
O=C(/C=C/c1ccccc1)C/C(=N/O)C(=O)NO,117.6
Cc1cccc(N2CCN(C(=S)c3ccc4c(c3)OCO4)CC2)c1,-20.0*
CCN1C(=O)N(CC)C2C1NN=c1s/c(=C\c3cnc(C)n3C)c(=O)n12 (configuration not stated),-33.3*
CN(C)c1ccc(C(=O)Oc2ccc([N+](=O)[O-])cc2)cc1,98.0
CCn1c(=S)[nH]c2c1c(=O)n(C)c(=O)n2C,103.2
CCN(CC)CCCOc1ccc2ncnc(Nc3ccc(Oc4cccc(C(F)(F)F)c4)c(Cl)c3)c2c1,-45.2*
CN1C(=O)CSc2ccc3nsnc3c21,102.4
CC(=C1C(=O)NC(=S)NC1=O)c1cc2ccccc2o1,90.6
CC(=O)n1cc(C2CC(=O)OC3=C2C(=O)CCC3)c2ccccc21 (configuration not stated),92.5
O=C1c2ccccc2C(=O)c2c(N=Nc3sc(=O)[nH]c3O)cccc21,95.0
CN(C)C(=O)N1CCc2ccc([N+](=O)[O-])cc21,100.6
O=C1NC(=O)C(c2ccc(Cl)cc2)=C1Nc1ccc(C(=O)Nc2ccc(Cl)cc2)cc1,65.4[3.75 µM]
NC(=S)N1CCCC1,97.2
CCCCCOC(=O)c1ccc(NC(=O)CN(CC)CC)cc1,91.8
COc1c(-c2c3sc(=O)[nH]c3nc3c2c(=O)[nH]n3C(C)C)cc2c(c1OC)OCO2,93.8
Cc1cc(-c2ccccc2)[s+]s1,97.5
Cl/C(=N\Nc1ccccc1)c1ccccc1,101.0
CCCCCCCCNc1ccccc1,101.0

# Three structures already listed, arranged by count of non-hydrogen atoms, lowest first.
SMILES,HL-60(TB)
Cl/C(=N\Nc1ccccc1)c1ccccc1,101.0
CC(=C1C(=O)NC(=S)NC1=O)c1cc2ccccc2o1,90.6
Cc1cccc(N2CCN(C(=S)c3ccc4c(c3)OCO4)CC2)c1,-20.0*

# More records.
SMILES,HL-60(TB)
O=C(Cn1c[n+](CC(=O)c2ccc([N+](=O)[O-])cc2)c2ccccc21)Nc1cccc2cccnc12,61.9
CCN(CC)CCn1c(O)c(N=Nc2ccc(S(N)(=O)=O)cc2)c2cc(Cl)ccc21,99.2
NNc1ccc([N+](=O)[O-])c2[nH][nH]c(=O)c12,79.4
C=C(C)C(=O)Nc1ccc(NC(C)C)cc1,128.5
CCCCCCCCNC(C)C(O)c1ccc(SC(C)C)cc1 (configuration not stated),-70.1*
OC(CCCN1CCCCC1)(c1ccccc1)c1ccc(C(F)(F)F)cc1 (configuration not stated),93.4
Cn1c(=O)c2[nH]c(Cc3ccc4c(c3)OCO4)nc2n(C)c1=O,103.6
CCN(CC)C(=O)NS(=O)(=O)c1ccc(C)cc1,91.6&107.4
O=[N+]([O-])c1cccc(-c2nc3sccn3c2-c2ccnc(NCCCNS(=O)(=O)c3ccc(Cl)cc3)n2)c1,26.1
CC(C)(O)CN(C(=O)c1ccc([N+](=O)[O-])cc1)C1CCCC1,85.6
O=C1CC(c2ccccc2)Cc2nc3ccc(F)cc3cc21 (configuration not stated),100.8
COc1cc(Cl)cc(-c2nn(C(=O)NCCN3CCCC3)cc2-c2ccncc2)c1,91.9
O=S(=O)(NCCCNc1nccc(-n2ccc3cccnc32)n1)c1ccc(Cl)cc1,103.8
CNC(=O)NCC1OC(n2cnc3c(NC(=O)Nc4ccccc4)ncnc32)C2OC(=O)CC12 (configuration not stated),82.7
CC(=O)Nc1ccc2c(O)cc(S(=O)(=O)O)cc2c1,107.5&94.9
O=C(Oc1ccc[nH]c1=O)c1ccccc1,99.0
COc1ccc2c(c1)C(C)Cc1c(Cl)nc(-c3ccccc3)nc1N2C (configuration not stated),97.5
CCNC(=O)Nc1ncccc1OCc1ccccc1,81.9
COc1ccc(C=O)cc1S(=O)(=O)O,93.3
C=C(C=O)[C@@H]1CC[C@]2(C)[C@H](CC=C3[C@H]4[C@@H](C)[C@H](C)CC[C@]4(C(=O)OC)CC[C@]32C)[C@@]1(C)CCC#N,-25.2*
NS(=O)(=O)c1ccc(NCC(=O)Nc2ccc(-c3nc4ccccc4s3)cc2)cc1,33.4
Cc1c(-c2ccccc2)n(O)[n+]([O-])c1-c1ccccc1,100.5
Clc1ccc2n[nH]nc2c1,92.3
Cc1ccc(CNc2ccc3nc(NC(=O)CN4CCCCC4)sc3c2)cc1,69.9
c1ccc(-c2cccc(-c3ccccn3)n2)nc1,-16.9*

# Looked up one by one from the list above:
SMILES,HL-60(TB)
CNC(=O)NCC1OC(n2cnc3c(NC(=O)Nc4ccccc4)ncnc32)C2OC(=O)CC12 (configuration not stated),82.7
Cn1c(=O)c2[nH]c(Cc3ccc4c(c3)OCO4)nc2n(C)c1=O,103.6
O=C(Cn1c[n+](CC(=O)c2ccc([N+](=O)[O-])cc2)c2ccccc21)Nc1cccc2cccnc12,61.9

# Next part.
SMILES,HL-60(TB)
Nc1ccc(C(=O)O)cn1,111.3
Clc1nnc2ccc(Oc3ccccc3-c3cccc(N4CCOCC4)c3)nn12,106.6
O=S(=O)(O)c1ccc2c(N=Nc3ccccc3)c(O)ccc2c1,101.8
Clc1ccc2c(c1)C(c1c[nH]c3ccccc13)(c1c[nH]c3ccccc13)CCO2,82.0
CCc1cccc2c3c(sc12)C(c1ccc(OC)cc1)c1c(nc(CC(=O)Nc2ccccc2)[nH]c1=O)O3 (configuration not stated),66.4
O=S(=O)(NCCCNc1cc(-c2c(-c3cccc(O)c3)nc3sccn23)ccn1)c1cccc(Cl)c1,17.7
COc1ccccc1[As]=[As]c1ccccc1OC (configuration not stated),-37.1*
CCOC(=O)c1c[nH]c2ccc(CC)cc2c1=O,108.5
CCOC(=O)c1cc2c([nH]1)-c1nc(N)sc1CCC2,63.9
O=C(N/N=C/c1cc(O)c(O)c(O)c1)c1ccc2nc(-c3ccc(Cl)cc3)[nH]c2c1,101.5
O=C1C(Cl)=C(NCc2ccc(Cl)cc2)C(=O)N1c1cccc(C(F)(F)F)c1,96.5
CCNc1nnc(COc2ccc(CNC(=O)CCCC/C=C/C(C)C)cc2OC)o1,98.4
Cc1cc(C)n(-c2ccc(C(=O)Nc3sccc3C(N)=O)cc2)n1,85.0
CNc1ncnc2c1cnn2C,112.7
COC(=O)CNC(=O)c1c(C)[nH]c(/C=C/C(=O)c2ccc(C(F)(F)F)c(F)c2)c1C,97.5&101.1
O=C(O)CCc1cccc2ccccc12,100.2&105.1
CCOP(=S)(OCC)O[C@H]1CC[C@@]2(C)C(=CC=C3[C@@H]4CC[C@H]([C@H](C)/C=C/[C@H](C)C(C)C)[C@@]4(C)CC[C@@H]32)C1,141.4
C=CCOC(=O)C1=C(C)NC2=C(C(=O)CC(C)(C)C2)C1c1ccc(F)cc1 (configuration not stated),73.5
COc1ccc(-c2nnc(/N=C3/C(=O)Nc4ccccc43)o2)cc1,72.6
COc1ccc(Nc2nnc(-c3ccc4c(c3)OCO4)o2)cc1,83.2
N#Cc1c(-c2ccccc2)nc(SCc2nc3cc(Cl)c(Cl)cc3[nH]2)[nH]c1=O,91.9
COc1ccc(/C=C2\CN(Cc3cn(CCCNc4ccnc5cc(Cl)ccc45)nn3)C/C(=C\c3ccc(OC)cc3)C2=O)cc1,53.1
O=C(O)COc1ccc([N+](=O)[O-])cc1Cl,108.0
O=C1Nc2cc(-c3ccc(NS(=O)(=O)c4ccccc4)cc3)ccc2/C1=C/c1ccc[nH]1,95.7
CNC(C)C(O)c1ccc(O)cc1 (configuration not stated),89.1&90.9

# Continued, starting with the last 7 of the part before.
SMILES,HL-60(TB)
COc1ccc(-c2nnc(/N=C3/C(=O)Nc4ccccc43)o2)cc1,72.6
COc1ccc(Nc2nnc(-c3ccc4c(c3)OCO4)o2)cc1,83.2
N#Cc1c(-c2ccccc2)nc(SCc2nc3cc(Cl)c(Cl)cc3[nH]2)[nH]c1=O,91.9
COc1ccc(/C=C2\CN(Cc3cn(CCCNc4ccnc5cc(Cl)ccc45)nn3)C/C(=C\c3ccc(OC)cc3)C2=O)cc1,53.1
O=C(O)COc1ccc([N+](=O)[O-])cc1Cl,108.0
O=C1Nc2cc(-c3ccc(NS(=O)(=O)c4ccccc4)cc3)ccc2/C1=C/c1ccc[nH]1,95.7
CNC(C)C(O)c1ccc(O)cc1 (configuration not stated),89.1&90.9
CCOc1cccc(-c2nc3sccn3c2-c2ccncn2)c1,99.0
CCCCCCCCO/N=C\c1c2c(O)c3c(O)c(C)c4c(c3c1O)C(=O)C(C)(O/C=C\C(OC)C(C)C(OC(C)=O)C(C)C(O)C(C)C(O)C(C)/C=C\C=C(\C)C(=O)N2)O4 (configuration not stated),-10.2*
Nc1nnc(-c2cncc(Br)c2)c(-c2c[nH]c3ccc(Cl)cc23)n1,64.3
Cc1cc(NC(=O)Nc2ccc(N=Nc3cc(S(=O)(=O)O)c4cccc(S(=O)(=O)O)c4c3)c(C)c2)ccc1N=Nc1cc(S(=O)(=O)O)c2cccc(S(=O)(=O)O)c2c1,85.1
CCCC1(/C=N/NC(N)=S)NC(=O)NC1=O (configuration not stated),93.3
COc1cc2c(N3CCN(C(=O)Nc4ccc(OC(C)C)cc4)CC3)ncnc2cc1OCCCN1CCCCC1,93.1&116.3
CCN1C(=O)N(CC)C2C1NN=C1SC3(C(=O)N12)C(c1ccccc1F)CN(C)C31C(=O)Nc2ccccc21 (configuration not stated),93.3
Oc1c(Cl)cc(Cl)cc1C(c1cc(Cl)cc(Cl)c1O)C(Cl)(Cl)Cl,1.5*
CN1C(=O)C[N+]([O-])=C(c2ccccc2)c2cc(Cl)ccc21,64.6
CCCCCCCCCCCCCCCCCCNC(=S)Nc1ccccc1,111.8
CCCCCCCCn1cc(C2=C(c3coc4ccc(OC)cc34)C(=O)NC2=O)c2ccccc21,133.0
COc1ccc(-n2nc(C)c3c(Nc4ccc(NC(=O)Nc5c(Cl)cccc5Cl)cc4)ncnc32)cc1,97.8
CCNC(=O)N1CCc2cc(OC)c(OCCc3ccc(OC)c(N)c3)cc2C1c1ccc(C)cc1C (configuration not stated),16.5
CCCCSc1nnc(-c2ccc(-n3nc(-c4ccc(OC)cc4)cc3-c3ccc(OC)cc3)cc2)o1,142.2
C=C1CCC2C3(C)COC(c4cccs4)OC3CCC2(C)C1CC(NCc1ccccc1)C1=CCOC1=O (configuration not stated),74.0
CC(=O)C(c1ccccc1)(c1ccccc1C)c1ccccc1C,87.6
CS(=O)(=O)Nc1cncc(-c2ccc3ncnc(Nc4cncc(Cl)c4)c3c2)c1,71.5
CCCCCCCCN(CCCCCCCC)C(=N)c1ccnc2ccccc12,-68.5*
O=C(O)c1c(Cl)ccc([N+](=O)[O-])c1Cl,104.9
COc1cc(/C=C/C(=O)N2CCC=CC2=O)cc(OC)c1OC,-13.1*
COC1=C(OC)C(=O)C(SC/C=C(\C)CCCC(C)CCCC(C)CCCC(C)C)=CC1=O (configuration not stated),-36.3*
COC(OC)c1cc(C)nc(NS(=O)(=O)c2ccc(N)cc2)n1,93.7
Nc1nc2ccccc2c2c(=O)c3cc(Cl)ccc3sc12,103.0
SCc1ccc(Cl)cc1Cl,77.5
CCN(CC)CCCC(C)Nc1ccnc(/C=C/c2ccc(Cl)cc2)c1 (configuration not stated),65.9
c1ccc(-n2ccc3c2-c2oncc2CC3)cc1,94.8
O=[N+]([O-])c1ccc(/C=N/NCc2nc(Cl)c3ccccc3n2)cc1,97.5
CC(C)C1CCC(OC(=O)CCl)CC1 (configuration not stated),101.6
COc1ccc(N(C)c2nc(Cl)nc3cnn(C)c23)cc1,-5.0*
